Source: PubChem BioAssay
TbPYK inhibitor = inhibitors of Trypanosoma brucei pyruvate kinase | Potency, µM (doses to about 76.8 µM), for inactives: at the top dose activity, negative = inhibition, actives largely listed as inhibitors | actives 0.12% (n = 410,000) | TbPYK enzyme, Kinase-Glo Plus ATP luminescence, 45 min | Q57TT1 | AID 624173; active = well fitted inhibition curve with a large enough effect; note: nearly all actives have a fitted effect of over 50% in size
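Readout: single end-point luminescence (Kinase-Glo Plus, 10 min). Reaction conditions were TbPYK/substrate plus 130 uM ADP, 45 min at RT, pH 7.2 TEA buffer. No-enzyme wells served as controls, and data were normalized before concentration-response fitting.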
* hit, by the source's call; [ ] = another dose, or the depositor's remark. % is set by controls: 0 for no effect and ±100 for the full control effect; potency is the fitted concentration of half-maximal effect.

mol	TbPYK inhibitor
O=C1NC[C@@H](CCCCN2C[C@H](Cc3ccccc3)N(CCc3ccc(O)cc3)C(=O)C2=O)N(CC2CCCCC2)C1=O	0%
COc1ccc(NC(=O)C2(C)Cc3c(-c4ccc5c(c4)OCO5)ccnc3O2)cc1OC (stereo not drawn)	-3%
COc1ccc(N2CCN(c3ncnc4c3cnn4-c3ccc(F)cc3)CC2)cc1	-12%
CN(CC(=O)NC(=O)NC1CCCCC1)CC(=O)Nc1ccccc1C(F)(F)F	-12%
CCOc1ccc(S(=O)(=O)N(CC(=O)Nc2ccc(OC)cc2OC)c2ccccc2)cc1	-12%
CCN(CC)CCNC(=O)CSc1nc2nc(C)c(Cc3ccccc3)c(C)n2n1	0%
COc1ccccc1CNC(=O)C1CCN(Cc2cc3ccccc3n2Cc2cccc(C)c2)CC1	2%
CC(OC(=O)[C@H](C)N=C1NS(=O)(=O)c2ccccc21)C(=O)Nc1ccc(F)c(F)c1F (stereo partly drawn)	4%
O=C(Cn1c(=O)nc(-c2ccccc2)c2ccccc21)Nc1ccc(Cl)cc1F	-1%
Cc1ccc(Nc2nc3nonc3nc2Nc2cccc(C(F)(F)F)c2)cc1Cl	1%

A draw from above in order of formula weight, high to low.
mol	TbPYK inhibitor
O=C1NC[C@@H](CCCCN2C[C@H](Cc3ccccc3)N(CCc3ccc(O)cc3)C(=O)C2=O)N(CC2CCCCC2)C1=O	0%
COc1ccccc1CNC(=O)C1CCN(Cc2cc3ccccc3n2Cc2cccc(C)c2)CC1	2%
COc1ccc(NC(=O)C2(C)Cc3c(-c4ccc5c(c4)OCO5)ccnc3O2)cc1OC (stereo not drawn)	-3%
CCN(CC)CCNC(=O)CSc1nc2nc(C)c(Cc3ccccc3)c(C)n2n1	0%
Cc1ccc(Nc2nc3nonc3nc2Nc2cccc(C(F)(F)F)c2)cc1Cl	1%
COc1ccc(N2CCN(c3ncnc4c3cnn4-c3ccc(F)cc3)CC2)cc1	-12%

(listing goes on)
mol	TbPYK inhibitor
O=C1NC[C@@H](CCCCN2CCN(CCC3CCCCC3)C(=O)C2=O)N(CC2CCCCC2)C1=O	2%
Cc1nc(SC(C)C(=O)Nc2ccccc2C)cc(-c2ccccc2)n1 (stereo not drawn)	0%
C#CCNC(=O)C1=C[C@@H](c2ccc(C(F)(F)F)cc2)C[C@@H](OCc2ccc(CO)cc2)O1	1%
CCOC(=O)Cc1ccc(NC(=O)N(C(C)C)C2CCN(C(C)=O)CC2)cc1	-2%
O=C(NCc1ccc2c(c1)CCN2C(=O)c1ccc(F)cc1)c1ccc(Br)o1	2%
CCN(CC)CCCNC(=O)C1CCN(S(C)(=O)=O)CC1	-11%
O=C(NC1CCCCCC1)C1c2ccccc2C(=O)N1Cc1ccc(F)cc1 (stereo not drawn)	2%
Cc1ccc2oc(-c3ccc(C)c(NC(=O)/C=C/c4ccc(Cl)cc4)c3)nc2c1	3%
O=C(NCc1cccc(Cl)c1)c1cnc(N2CCCCC2)c2ccccc12	-2%
Cc1ccc(OCC(=O)Nc2nnc(S(=O)(=O)N3CCc4ccccc43)s2)cc1	3%

(next part)
mol	TbPYK inhibitor
O=C(Nc1ccc(Br)cc1F)c1cc2nc(-c3ccco3)cc(C(F)(F)Cl)n2n1	5%
Cc1cc(O)c2c(c1)C(=O)c1cc(O)cc(O)c1C2=O	4%
COc1cccc(CNC(=O)CN2CCCN(Cc3ccccc3)S2(=O)=O)c1	-8%
CC(NC(=O)c1cccs1)c1ccc(Cl)cc1 (stereo not drawn)	1%
COc1ccc(OC)c(CCNC(=O)CCCn2c(=O)c3cccn3c3ccc(F)cc32)c1	-1%
COc1ccc(OCC(=O)N2CCN(CCc3ccccn3)CC2)cc1	2%
O=C(c1cccc(Cl)c1)n1nc(-c2ccco2)nc1NCc1cccs1	-12%
COc1ccc(C(C)(O)c2nc(-c3ccc(OC)c(OC)c3)cs2)cc1 (stereo not drawn)	3%
CCOc1ccc(NC(=O)COc2ccc(N3CC(C(N)=O)CC3=O)cc2)cc1 (stereo not drawn)	-1%
Cc1c(C(=O)NCc2ccc(Cl)c(Cl)c2)sc(=O)n1Cc1cccc(F)c1	4%

(cont.)
mol	TbPYK inhibitor
Cc1cccc(OCC(=O)N(Cc2ccc(C(C)(C)C)cc2)Cc2ccco2)c1	0%
O=C(O)c1ccc(C2Nc3ccccc3-c3nnc(SCc4ccc(Cl)cc4)nc3O2)cc1 (stereo not drawn)	-1%
Cc1cccc(CN2CCN(C3CN(C4CCCC4)S(=O)(=O)C3)CC2)c1 (stereo not drawn)	5%
Cc1ccc(S(=O)(=O)NN=C2CCCc3ccccc32)cc1	-2%
CCC(=O)N1CCc2cc(CNC(=O)Cc3ccc(F)cc3)ccc21	2%
CCn1cc(C(=O)NCCc2ccc(C)cc2)c(=O)c2cc(S(=O)(=O)N3CCc4ccccc4C3)ccc21	2%
Cc1ccccc1CN1C(=O)c2ccccc2Sc2ccc(C(=O)NCc3cccs3)cc21	6%
Cc1noc(-c2ccc(N(C)Cc3ccccc3)c([N+](=O)[O-])c2)n1	1%
CCN(Cc1ccccc1)N=Nc1ccccc1	5%
CCc1nc2c(OCc3ccc(F)c(F)c3)cccn2c1N(C)C(=O)C1CC1	-4%

Continued:
mol	TbPYK inhibitor
C[C@]12C=CC(=O)C=C1[C@@H](F)C[C@@H]1[C@@H]2[C@@H](O)C[C@@]2(C)[C@H]1CC[C@]2(O)C(=O)CO	-9%
COC(=O)c1scc(-c2ccc(C)cc2)c1S(=O)(=O)N1CCN(c2cccc(Cl)c2)CC1	-6%
COc1cccc(CNC(=O)CCc2nc(-c3ccc(C)cc3)no2)c1	-3%
CCOc1ccccc1NC(=O)Cn1c(=O)n(-c2ccccc2)c(=O)c2c1c1cc(C)ccc1n2C	8%
OCC(O)C(O)CC1SCCS1 (stereo not drawn)	-3%
COc1ccc(NC(=O)CCCS(=O)(=O)c2nc(-c3ccccc3OC)cc(C(F)(F)F)n2)c(OC)c1	1%
C[C@]12CC[C@H](O)CC1=C[C@H](O)C1C2CC[C@@]2(C)C1CC[C@@]2(O)C#Cc1ccc(CN)cc1 (stereo partly drawn)	-6%
CCOc1ccc(NC(=O)CSC2=Nc3ccccc3C3=NC(CC(=O)NCc4cccs4)C(=O)N23)cc1 (stereo not drawn)	0%
CCc1ccc(C2=CC(c3cccc(OC)c3OC)n3c(nc4ccccc43)N2)cc1 (stereo not drawn)	-5%
Cc1cccc(CCNC(=O)c2sc3nc4n(c(=O)c3c2C)CCCC4)c1	-6%

Following part:
mol	TbPYK inhibitor
COc1ccc(CNC(=O)c2ccc3c(c2)N(Cc2ccccc2)CCS3)cc1	2%
COc1cccc(-c2nc3nc(C)cc(C)n3c2Nc2ccc3c(c2)OCCO3)c1	0%
O=C(Cn1ccn(-c2cccc(Cl)c2)c(=O)c1=O)c1ccc(F)cc1	4%
COc1cccc(CN(C)C(=O)CC[C@H]2O[C@@H](n3cnc4c(NC(=O)c5ccccc5)ncnc43)[C@H](O)[C@@H]2O)c1	-4%
Cc1ccc2nc(NCc3ccccc3Cl)c3nnnn3c2c1	1%
O=C(NCCSc1ccccc1)c1ccccc1F	-2%
Cc1ccc(CNc2ncnc3c2nnn3C)cc1	0%
COc1ccc(CCNC(=O)c2cnc3sc(N4CCCCC4)nn3c2=O)cc1OC	-9%
C[C@@H]1CCCCO[C@@H](CN(C)C(=O)CCC(F)(F)F)[C@@H](C)CN([C@H](C)CO)C(=O)c2cc(N(C)C)ccc2O1	-22%
COc1ccccc1CN1CCNC(=O)C1CC(=O)NCCCN1CCOCC1 (stereo not drawn)	-15%

Next entries.
mol	TbPYK inhibitor
COc1ccccc1NC(c1ccc(Cl)cc1)c1nnc(-c2cccc(F)c2)o1 (stereo not drawn)	-4%
Cc1noc(C)c1C(=O)N1CCC1(C)C(=O)NS(=O)(=O)c1cccc(OC(F)F)c1 (stereo not drawn)	5%
Cc1ccc(C(=O)c2cn(Cc3ccccc3)c3nc(C)ccc3c2=O)cc1	-7%
Cc1ccc(OC(C)C(=O)Nc2cccc(S(=O)(=O)N3CCCCCC3)c2)cc1 (stereo not drawn)	2%
Cc1ccc(N2C(=O)NC(NS(=O)(=O)c3ccc(Cl)cc3)(C(F)(F)F)C2=O)cc1C (stereo not drawn)	-2%
CCOc1ccccc1NC1=C(OC)C(=O)C(Nc2ccccc2OCC)=C(OC)C1=O	-2%
O=C(Nc1ccc(C(F)(F)F)cc1)C1CCCN(S(=O)(=O)c2cccc3cccnc23)C1 (stereo not drawn)	2%
COC1C(C)OC(OC2CC(C)(O)Cc3cc4c(c(O)c32)C(=O)c2c(O)cc3c(c2C4=O)OC2OC3(C)C(O)C(N(C)C)C2O)C(OC)C1(C)OC (stereo not drawn)	-17%
Cc1cc(Cl)ccc1NC(=O)CCn1nc(C)c2c(C)n(-c3ccccc3)nc2c1=O	-2%
Cc1ccccc1C(=O)Nc1cc2c(cc1N1CCCCC1)n(C)c(=O)n2C	2%

3 entries picked at random from those above:
mol	TbPYK inhibitor
O=C(Nc1ccc(Br)cc1F)c1cc2nc(-c3ccco3)cc(C(F)(F)Cl)n2n1	5%
CCOc1ccc(S(=O)(=O)N(CC(=O)Nc2ccc(OC)cc2OC)c2ccccc2)cc1	-12%
O=C(c1cccc(Cl)c1)n1nc(-c2ccco2)nc1NCc1cccs1	-12%

(listing goes on)
mol	TbPYK inhibitor
CCC(=O)N1CCc2cc(Br)cc(S(=O)(=O)CCC(=O)Nc3ccc(Cl)cc3)c21	-2%
COc1cccc(C(=O)Nc2nc(-c3ccc(Br)cc3)ns2)c1	4%
COc1ccc(-c2cc(C(=O)Nc3sc4c(c3C(N)=O)CCC(C)C4)no2)cc1 (stereo not drawn)	5%
CCOC(=O)[C@]12CCCC=C1N(Cc1ccc(Cl)cc1Cl)C(=O)[C@H](CC(=O)NCc1ccccc1)C2	-2%
Cc1ccc(S(=O)(=O)c2cnc(SC(C)C(=O)Nc3ccccc3)[nH]c2=O)cc1 (stereo not drawn)	-7%
CCCCNC(=O)C1(C)CCN1C(=O)Cc1ccc(OC)cc1 (stereo not drawn)	3%
CN(CC1(C)CCCO1)S(=O)(=O)c1ccc(Cl)c(S(N)(=O)=O)c1 (stereo not drawn)	0%
Cc1cc2nc(-c3ccc(Cl)cc3)c(Cc3cccc(F)c3)n2c(C)c1Br	-3%
CCc1cccc(C)c1Nc1c(-c2cccc(O)c2)nc2sccn12	4%
CCCn1c(=O)n(-c2ccccc2Cl)c(=O)c2sc3ccccc3c21	-6%

(cont.)
mol	TbPYK inhibitor
CN(C(=O)c1cccc(NC(=O)Cc2cccc(NC(=O)C3CCN(C(=O)C4CCC4)CC3)c2)c1)C1CC1	3%
Cc1ccc2c(Sc3ccccc3)c(C(=O)NCc3ccccc3F)[nH]c2c1	-2%
CC1CCC(=NO)C(=NO)C1 (stereo not drawn)	12%
Cn1cc(-c2cc3n(n2)CCC(=O)N3CCCC(=O)NCc2ccc(Cl)cc2)c2ccccc21	0%
CC(=O)NC(c1ccccc1)c1nc(-c2ccc(F)c(Cl)c2)cs1 (stereo not drawn)	0%
Cc1ccc(-c2cnc3c(c2)C(=O)N([C@H](C)CO)C[C@H](C)[C@@H](CN(C)Cc2ccccc2F)O3)cc1	3%
COc1ccc(C(=O)CN2CCN(S(=O)(=O)c3ccc(C(C)C)cc3)CC2)cc1	-1%
Clc1ccc(CSc2nnc(-c3ccccn3)n2Cc2ccco2)cc1Cl	2%
Cc1cc(C)c2sc(N(Cc3cccnc3)C(=O)CCS(=O)(=O)c3ccccc3)nc2c1	-2%[15.4 µM]
Cc1ccc(Cc2c(-c3cccc(Br)c3)nc3ccc(Cl)cn23)cc1	0%

The closing two entries of the section above open the next one:
mol	TbPYK inhibitor
Cc1cc(C)c2sc(N(Cc3cccnc3)C(=O)CCS(=O)(=O)c3ccccc3)nc2c1	-2%[15.4 µM]
Cc1ccc(Cc2c(-c3cccc(Br)c3)nc3ccc(Cl)cn23)cc1	0%
CCc1nnc(SCc2cccc(F)c2)nc1CC	-3%
CCN1C(=O)[C@@H]2[C@@H](c3ccc(-c4cc(C(C)=O)cs4)cc3)N3CCC[C@@]3(C(=O)OC)[C@@H]2C1=O	-2%
COc1ccc(NC(=O)CCCCC#Cc2ccccc2)cc1	-2%
Cc1ccc(C(=O)OCC(=O)NCc2ccccc2)s1	6%
COC(=O)c1c(NC(=O)/C=C/c2ccc(OC)c(OC)c2)sc2c1CCC2	-8%
CCOc1ccc(NS(=O)(=O)c2ccc(C(=O)N(C)C)s2)cc1	-11%
Cn1c(=O)c2[nH]c(CCNC(=O)c3ccccc3)nc2n(C)c1=O	1%
CCOC(=O)c1c(C)oc2nc(C)nc(Nc3cc(C)ccc3OC)c12	1%
CCOC(=O)c1[nH]c(C)c(CCC(=O)N2CCN(c3cccc(C)c3C)CC2)c1C	3%
COc1ccc(S(=O)(=O)N2CCCCC2c2cc(C(=O)NCc3ccc(F)cc3)no2)cc1 (stereo not drawn)	-1%

Following part
mol	TbPYK inhibitor
Cc1ccc(OCC(=O)Nc2ccc3c(c2)ncn3C)cc1	-10%
O=C(COc1ccc(F)cc1)Nc1cccc(OCc2cc(=O)n3ccccc3n2)c1	1%
CSc1ccc(CCNC(=O)c2ccc3c(c2)nc2n3CCOC2)cc1	-5%
Cc1ccccc1Cn1c(=O)n(-c2ccc(Cl)cc2)c(=O)c2c3c(sc21)CCCC3	-6%
Cc1c(C)n(Cc2ccc(F)cc2)c2ccc(C(=O)NCc3ccco3)cc12	-6%[15.4 µM]
CCOC(=O)c1[nH]c2ccccc2c1NC(=O)c1ccc(OC(C)C)cc1	-2%
Cc1nc2ccc(S(=O)(=O)N(CC(=O)Nc3cccc(F)c3)Cc3ccccc3)cc2s1	-3%

These rows are one share of the data, so the mix of outcomes need not match the whole.
